# aDG glyco up: activators of alpha-DG glycosylation, primary screen, uHTS, Pro5-aDG cells, AlphaScreen; alpha-DG glycosylation AlphaScreen (IIH6); 0% Pro5, 100% B10-LARGE cell signal; activation, % at 10 µM; 360,000 compounds, 0.22% hits; AID 624168, 2012;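 active = activation of at least 8% versus controls, or a plate z-score of at least 8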;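 also: Pro5 are CHO cells carrying HIG-tagged alpha-DG that lacks glycosylation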
# Vif inh: HIV Vif self-association inhibitors, primary screen, imaging, HEK293T, single point | HEK293T cells, Vif self-association by quenched fluorescence, 24 h | inhibition, % at 7.49 µM | 340,000 compounds, 0.35% hits | AID 602346, 2012; in the data active = inhibition above about 50%, passing the limit was not always enough; also: some results filed as inactive read as strong as hits
# NR2E3 ag-1: NR2E3 agonists in two-hybrid cells, primary screen, cell-based, luminescence, CHO-S, Gal4-NCOR/VP16-NR2E3 | inhibition of corepressor binding, % at 3.98 µM | 360,000 compounds, 0.35% hits | Photoreceptor-specific nuclear receptor (Homo sapiens), Q9Y5X4 | AID 602229, 2012 | luciferase;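 active = inhibition above the mean of all tested compounds plus 3 SD, cut at about 70% in these data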;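 also: 0% = DMSO with NR2E3 transfected cells and 100% = cells lacking NR2E3 construct; higher means lower luciferase signal from less NR2E3 corepressor binding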
# Target sequence (Q9Y5X4 whole entry, looked up, the tested form may be a part): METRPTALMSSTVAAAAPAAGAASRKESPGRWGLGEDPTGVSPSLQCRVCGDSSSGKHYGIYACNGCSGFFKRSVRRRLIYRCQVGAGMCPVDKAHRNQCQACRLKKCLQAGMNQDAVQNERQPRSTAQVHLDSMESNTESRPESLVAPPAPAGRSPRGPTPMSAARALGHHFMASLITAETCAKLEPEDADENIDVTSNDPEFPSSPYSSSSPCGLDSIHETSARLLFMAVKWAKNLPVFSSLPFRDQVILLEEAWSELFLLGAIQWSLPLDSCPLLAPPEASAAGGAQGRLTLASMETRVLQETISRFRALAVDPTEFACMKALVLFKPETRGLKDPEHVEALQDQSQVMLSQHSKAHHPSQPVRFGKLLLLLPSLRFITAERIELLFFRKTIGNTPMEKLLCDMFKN
# Exocytosis inh: LAMP-1 surface exposure blockers, TALL-104 cells – cell-based, flow cytometry, MLPCN library, primary screen; TALL-104 LAMP-1 surface exposure; cells stimulated with thapsigargin and PMA; 360,000 compounds, 0.66% hits; inhibition, % at 10 µM;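 active = inhibition above about 55%, limit read from the data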
# MITF TRPM1 inh: inhibitors of MITF-dependent TRPM1 promoter reporter, primary screen, cell-based, SK-MEL-5, single point, luciferase; SK-MEL-5 TRPM1 promoter luciferase, 24 h; 330,000 compounds, 0.83% hits; inhibition, % at 12.5 µM;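 active = mean inhibition across replicates of 60% or more, whatever share of single replicates reaches that level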; also: values of inactives mirror those of a sister screen read the other way
# hiPSC survival: enhancers of single-cell hiPSC survival, primary screen, ATPlite luminescence. 100% = ROCK inhibitor wells, 0% = DMSO. survival enhancement, % at 20 µM. 360,000 compounds, 0.044% hits; in the data active = survival enhancement above about 18%;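 also: cells exposed to compounds for 16 hours before the ATP read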
# Peg3 promoter: Peg3 promoter-driven luciferase inhibitors, primary screen, cell-based, HeLa, luciferase luminescence; AID 588405, 2011; inhibition, % at 20 µM; 360,000 compounds, 1.7% hits; HeLa PEG-Prom luciferase reporter, overnight;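 active = inhibition of at least 50% at 20 µM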
# PDI turbidity: inhibitors of human PDI, primary screen, biochemical, turbidity, single point, plate reader | PDI insulin aggregation turbidity, A650, 90 min | inhibition, % at 10 µM | 350,000 compounds, 0.052% hits | AID 588391, 2011;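 active = mean inhibition across replicates of 30% or more, whatever share of single replicates reach that level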;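 also: absorbance from insulin aggregation driven by PDI reduction with DTT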
# Target sequence (P07237 whole entry, looked up): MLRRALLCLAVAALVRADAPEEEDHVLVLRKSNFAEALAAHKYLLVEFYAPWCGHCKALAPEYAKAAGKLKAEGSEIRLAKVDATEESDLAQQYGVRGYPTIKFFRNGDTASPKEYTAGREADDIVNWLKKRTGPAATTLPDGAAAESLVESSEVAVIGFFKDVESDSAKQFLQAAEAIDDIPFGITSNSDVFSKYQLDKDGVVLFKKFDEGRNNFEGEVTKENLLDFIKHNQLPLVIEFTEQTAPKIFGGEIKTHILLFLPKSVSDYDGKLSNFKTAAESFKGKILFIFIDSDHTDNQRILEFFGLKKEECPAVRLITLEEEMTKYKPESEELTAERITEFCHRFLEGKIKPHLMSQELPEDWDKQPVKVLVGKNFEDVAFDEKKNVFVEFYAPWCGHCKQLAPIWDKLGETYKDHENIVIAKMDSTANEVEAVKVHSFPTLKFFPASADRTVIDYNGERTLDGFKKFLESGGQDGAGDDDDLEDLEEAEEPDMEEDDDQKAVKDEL
# CaV13 FRET inh: Disruptors of the CACNA1D IQ motif to Ca2+-dependent inactivation inhibitor domain association, primary screening, Förster resonance energy transfer in intact living …; HEK cells, CFP/YFP FRET ICDI-IQ, plate reader, 10 min; percent FRET-ratio fall versus neutral wells; 340,000 compounds, 0.098% hits; inhibition, % at 12.3 µM;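 active = mean replicate inhibition of at least 30% and at least 1% of replicates passing that level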;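 also: 0% = median of the neutral control wells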
# NR2E3 ag-2: inhibitors of NR2E3-RetCOR corepressor binding, primary screen, NR2E3 agonist project, biochemical, TR-FRET, GST-NR2E3, biotin-RetCOR | inhibition of corepressor binding, % at 4.78 µM | AID 2300, 2010 | 1536-well | Photoreceptor-specific nuclear receptor (Homo sapiens), Q9Y5X4 | 320,000 compounds, 0.12% hits;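 active = percent inhibition above the cutoff of mean plus 3 SD of all tested compounds, set per screening campaign, cut at about 20% in these data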;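 also: 0% = DMSO wells and 100% = biotin wells as full block of FRET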
#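 System: GST-tagged NR2E3 plus biotinylated RetCOR corepressor; Buffer or medium: pH 7.5 Tris-based buffer; Probe or stimulus: RetCOR corepressor, biotinylated, 7 nM; Doses: compound at 4.8 µM, single dose; Schedule: 5 h incubation at 4 °C; Technique: time-resolved FRET; Evaluation: percent inhibition of TR-FRET ratio; Replication: one well per compound, singlicate testing.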
# HIF-2a inh: HIF-2a reporter inhibitors, primary screen, luminescence, 786-0 RCC cells | AID 624352, 2012 | inhibition, % at 18.8 µM | 360,000 compounds, 0.72% hits | 786-0 RCC cells HIF-2a reporter, luciferase luminescence, overnight;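 active = inhibition of the luminescence signal of 40% or more relative to plate controls, in a single-dose primary screen at 18.75 µM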
# * marks the source's active call; other numbers are inactive results; . = no result given. Rows were taken by chance. Share with any hit: about 3.5%.
SMILES,aDG glyco up,Vif inh,NR2E3 ag-1,Exocytosis inh,MITF TRPM1 inh,hiPSC survival,Peg3 promoter,PDI turbidity,CaV13 FRET inh,NR2E3 ag-2,HIF-2a inh
COc1ccc(NC(=O)C2Cc3cc(S(=O)(=O)N4CCCCC4)ccc3N2C(C)=O)cc1Cl (stereo unspecified),0.0,-2.3,-8.8,0.9,10.3,1.2,6.2,5.4,-2.4,1.4,10.0
CCOC(=O)c1c(C)[nH]c(C(=O)C(C)OC(=O)c2oc3ccccc3c2COC)c1C (stereo unspecified),0.3,2.6,-8.9,0.2,23.0,0.2,11.6,2.8,.,-2.2,9.2
Cc1ccc(NC2CC(=O)N(Cc3ccccc3)C2=O)cc1 (stereo unspecified),-0.4,11.3,-14.2,2.3,2.0,-1.6,-2.1,-2.7,-7.1,0.9,-9.7
COc1ccc(N(CC(=O)NC2CCCCC2)C(=O)CNC(=O)c2cccs2)cc1,0.1,-0.4,-21.0,25.5,6.7,-0.5,-2.9,4.7,-3.5,-0.2,3.2
COc1ccc(CCn2c(=N)c(C(=O)NC3CCCC3)cc3c(=O)n4ccccc4nc32)cc1,1.1,10.2,-18.0,38.9,20.7,-0.3,24.7,-1.8,-1.9,0.4,-38.1
Cc1nc2c(-c3ccccc3)c(C)[nH]n2c(=O)c1Cc1ccccc1,0.4,2.9,25.1,-3.7,14.1,0.7,29.0,-2.9,-6.4,1.9,8.6
CC1(Cc2ccccc2OC(F)(F)F)C(=O)Nc2ccc(OC(F)(F)F)cc21 (stereo unspecified),-0.3,-11.7,-16.5,-0.1,.,-3.9,11.1,-1.2,-3.0,.,5.4
C#CCn1c(S(=O)(=O)Cc2ccc(OC)cc2)nc(-c2ccccc2)c1-c1ccccc1,-0.1,4.3,-9.1,-1.2,10.7,-2.2,45.6,2.8,-3.3,-3.4,20.9
CC1(C)OC2OC3C(CNCCO)OC(c4ccccc4)OC3C2O1 (stereo unspecified),-0.2,0.4,3.0,-6.6,-0.8,3.0,-1.0,-9.6,-6.5,.,4.0
C=CCc1ccccc1OCCNCc1ccccc1,0.5,3.3,-4.5,1.8,-9.4,-1.2,10.9,5.3,-5.6,-2.3,19.3
COCCCNC(=O)CCn1c(=O)c2ccccc2n(CC(=O)Nc2ccccc2C)c1=O,0.3,.,2.5,-0.2,4.0,0.1,4.1,-8.7,-7.5,5.4,13.4
COc1ccccc1C1CCN(C(=O)C2CCCCC2)CC1,0.0,2.9,2.5,-18.9,8.9,-0.4,7.3,-3.6,-18.8,2.4,10.8
COc1cccc(CNC(=O)C2CCCN(c3nn4c(=O)cc(C)nc4s3)C2)c1OC (stereo unspecified),0.0,-5.3,-8.6,1.9,1.8,2.1,7.7,-5.9,-8.1,5.8,4.8
CCCCCCC(=O)N(O)C1CC(=O)N(c2ccc(Br)cc2)C1=O (stereo unspecified),-0.6,4.2,-28.4,102.9*,5.7,-0.7,22.4,-17.7,-5.5,0.4,-37.2
CNC(=O)C(=O)N1CCC2(CC1)OCCN2S(=O)(=O)c1ccc(C)cc1,-0.2,-8.0,-4.9,-4.4,-3.7,0.5,11.4,3.7,-7.5,-0.5,4.9
O=C(Cc1ccc(Cl)cc1)Nc1ccc(Cl)cn1,-0.1,-0.4,-29.7,-14.4,-32.4,-0.3,-80.9,5.7,-4.3,-3.5,-133.5
Cc1cccc(NC(=O)COC(=O)c2c(-c3ccccc3)noc2C)c1,-0.2,-6.9,-3.6,-10.9,.,-1.4,3.6,-2.1,19.9,.,1.2
CCCNC(=O)[C@H]1N2C(=O)c3c(ccc(OC)c3OC)C2SC1(C)C (stereo partly specified),0.1,17.0,11.4,-5.0,8.0,0.4,-1.5,5.2,-4.8,-0.9,10.9
CCOc1ncccc1C(=O)N1CCN(c2cc(Cl)ccc2C)CC1,0.0,0.9,-19.6,-0.2,15.9,0.4,6.1,0.3,-11.2,-2.6,20.0
CCOc1ccc2nc(NC(=O)CS(=O)(=O)c3ccccc3)sc2c1,1.0,-7.3,-18.2,-3.9,-20.5,2.2,-67.1,7.1,-5.0,3.5,-78.7
COc1ccc(-n2c(-c3ccc(Br)cc3)c[n+]3c2CCCCC3)cc1,-0.3,2.4,-14.7,-3.2,49.2,0.2,1.2,-5.0,4.7,3.7,10.5
O=C(O)c1cc(N/N=C/c2ccc3c(c2)OCO3)ccc1Cl,-0.3,6.6,-148.9,0.4,39.1,2.0,-0.4,0.9,-4.0,4.2,-6.5
CCOC(=O)c1cc2c(ccn2C)n1Cc1ccc(C#N)cc1,-0.4,-0.4,16.3,-3.6,-2.7,-0.4,7.5,-6.7,-4.5,5.9,-17.2
CC(=O)c1ccc(OC(C)C(=O)NC2CCCCC2C)cc1 (stereo unspecified),0.1,4.4,-2.6,-2.8,0.5,-0.6,-1.2,-1.4,-14.5,3.2,0.0
CN(Cc1nccn1C)C(=O)C1CCC(=O)N(Cc2cccc(C(F)(F)F)c2)C1 (stereo unspecified),-0.3,6.2,-22.6,1.5,2.2,-0.1,-9.8,-5.4,-7.4,-1.1,13.5
COc1ccccc1-c1sc2cc3c(cc2c1C#CC1(O)CCCCC1)OCO3,0.0,-3.8,-18.4,-7.6,-7.9,-1.9,0.0,-2.6,-10.6,5.7,11.2
Cn1cc(-c2coc3c(C(=O)NCc4cccnc4)cccc23)cn1,0.5,-12.6,-26.2,-9.4,.,-1.3,-44.9,1.4,-10.5,.,-65.1
CC1(C)Cc2cccc(OCC(=O)N3CCN(c4ccc([N+](=O)[O-])cc4)CC3)c2O1,0.2,-7.6,-4.0,-0.9,4.7,1.7,17.1,-6.7,-4.6,2.8,29.7
Cc1ccc(NC(=O)c2cc(CC(C)C)nc3ccccc23)cc1,0.2,9.3,7.8,-17.3,22.1,-0.6,0.3,-0.6,-3.9,3.5,17.6
COC(=O)CNC(=O)COC(=O)/C=C/c1ccc(F)cc1,0.7,-0.5,28.7,-1.2,4.1,-0.2,-5.9,-5.7,1.8,-3.3,1.8
O=C(NCCc1cccnc1)C1CCC(=O)N(Cc2ccc(Cl)cc2)C1 (stereo unspecified),-0.2,-2.8,-3.6,4.7,4.4,-0.3,5.4,-8.2,-2.4,.,19.4
COc1ccc(/C=C(\CC(=O)O)c2nc3ccccc3o2)cc1,-0.3,12.1,-40.7,-6.7,-60.5,0.5,-129.0,5.0,-7.2,1.8,-179.6
Cc1oc(/N=C/c2ccc3c(c2)OCO3)c(C#N)c1C,0.0,.,-5.2,1.2,2.2,0.9,-7.9,2.5,-5.0,-6.6,-57.2
COCCCNC(=O)C(C)N1c2cccc3cccc(c23)S1(=O)=O (stereo unspecified),0.2,-1.3,-10.9,-2.2,-8.2,-0.1,10.3,3.1,-1.3,.,17.0
CCCCNC(=O)CCn1c(=O)c2ccccc2n(Cc2ccccc2C)c1=O,0.7,1.7,11.3,-4.2,4.8,0.4,-3.0,3.1,-5.3,0.6,23.1
O=C(COC(=O)Cc1c(F)cccc1Cl)NNC(=O)c1ccccc1,0.0,-0.5,-4.7,5.7,7.2,-0.4,-6.0,-9.9,-6.0,.,1.3

# Eight neighbouring compounds from above:
SMILES,aDG glyco up,Vif inh,NR2E3 ag-1,Exocytosis inh,MITF TRPM1 inh,hiPSC survival,Peg3 promoter,PDI turbidity,CaV13 FRET inh,NR2E3 ag-2,HIF-2a inh
Cc1ccc(NC(=O)c2cc(CC(C)C)nc3ccccc23)cc1,0.2,9.3,7.8,-17.3,22.1,-0.6,0.3,-0.6,-3.9,3.5,17.6
COC(=O)CNC(=O)COC(=O)/C=C/c1ccc(F)cc1,0.7,-0.5,28.7,-1.2,4.1,-0.2,-5.9,-5.7,1.8,-3.3,1.8
O=C(NCCc1cccnc1)C1CCC(=O)N(Cc2ccc(Cl)cc2)C1 (stereo unspecified),-0.2,-2.8,-3.6,4.7,4.4,-0.3,5.4,-8.2,-2.4,.,19.4
COc1ccc(/C=C(\CC(=O)O)c2nc3ccccc3o2)cc1,-0.3,12.1,-40.7,-6.7,-60.5,0.5,-129.0,5.0,-7.2,1.8,-179.6
Cc1oc(/N=C/c2ccc3c(c2)OCO3)c(C#N)c1C,0.0,.,-5.2,1.2,2.2,0.9,-7.9,2.5,-5.0,-6.6,-57.2
COCCCNC(=O)C(C)N1c2cccc3cccc(c23)S1(=O)=O (stereo unspecified),0.2,-1.3,-10.9,-2.2,-8.2,-0.1,10.3,3.1,-1.3,.,17.0
CCCCNC(=O)CCn1c(=O)c2ccccc2n(Cc2ccccc2C)c1=O,0.7,1.7,11.3,-4.2,4.8,0.4,-3.0,3.1,-5.3,0.6,23.1
O=C(COC(=O)Cc1c(F)cccc1Cl)NNC(=O)c1ccccc1,0.0,-0.5,-4.7,5.7,7.2,-0.4,-6.0,-9.9,-6.0,.,1.3

# Further structures.
SMILES,aDG glyco up,Vif inh,NR2E3 ag-1,Exocytosis inh,MITF TRPM1 inh,hiPSC survival,Peg3 promoter,PDI turbidity,CaV13 FRET inh,NR2E3 ag-2,HIF-2a inh
Oc1ccc(Cl)cc1C=Nc1ccccc1Br,0.0,-4.1,-1.3,3.7,-12.2,4.5,2.3,-2.4,-3.9,-1.3,13.3
Cc1noc(C)c1CSc1ncnc2ccccc12,-0.1,18.1,6.1,-1.9,9.5,1.4,-2.2,2.0,-3.9,1.3,-2.1
Cc1cc(C)n2c(Br)c(CN3CCCC(C)C3)nc2n1 (stereo unspecified),-0.1,6.2,9.0,-4.9,9.3,0.4,-0.1,-0.4,1.1,-2.6,11.5
CC(C)Oc1ccc(S(=O)(=O)N2CCCCC2)cc1NC(=O)CN1C(=O)NC(C)(c2ccccc2)C1=O (stereo unspecified),0.0,-0.3,-23.0,-28.1,7.0,0.2,9.4,13.1,.,2.1,14.9
